# Screens (PubChem)
# PTHR1 ag: PTHR1 (human) receptor agonism | 410,000 compounds, 0.075% hits | HEK293 GP2 PTHR1 cells, GloSensor cAMP luminescence, 1 h | Q03431 | Potency, µM (top dose mostly 115 µM), for inactives: top-dose activation, hits mostly activators | AID 743266; note: potency is the fitted concentration of half-maximal effect; nearly all actives have a fitted effect of over 55% in size; some results filed as inactive show a strong effect at the top dose; inactives centre near -15; many of its hits are not listed in these tables
# Target sequence (Q03431 whole entry, looked up): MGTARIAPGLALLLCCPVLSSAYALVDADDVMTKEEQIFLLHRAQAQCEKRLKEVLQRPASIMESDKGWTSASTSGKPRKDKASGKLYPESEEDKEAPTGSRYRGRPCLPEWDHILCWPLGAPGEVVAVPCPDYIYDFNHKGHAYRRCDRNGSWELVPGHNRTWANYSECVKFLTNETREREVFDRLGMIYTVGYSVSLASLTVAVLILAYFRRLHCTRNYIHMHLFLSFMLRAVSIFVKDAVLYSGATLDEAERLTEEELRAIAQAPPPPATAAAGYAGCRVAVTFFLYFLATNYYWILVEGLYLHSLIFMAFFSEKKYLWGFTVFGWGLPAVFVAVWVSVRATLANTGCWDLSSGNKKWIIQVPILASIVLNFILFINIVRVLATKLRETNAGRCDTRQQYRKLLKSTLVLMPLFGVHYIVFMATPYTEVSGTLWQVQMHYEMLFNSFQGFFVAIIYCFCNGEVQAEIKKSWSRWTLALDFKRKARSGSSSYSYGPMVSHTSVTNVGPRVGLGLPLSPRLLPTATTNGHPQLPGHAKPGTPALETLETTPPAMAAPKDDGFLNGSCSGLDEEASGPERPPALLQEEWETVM
#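 HEK-293-derived GP2 cells expressing PTHR1 and a GloSensor cAMP reporter, 3,000/well, plated overnight, given luciferin plus IBMX (each 0.5 mM as added) for 1 h at 37 °C, then compound for 1 h at 37 °C. Luminescence was read after 15 min at room temperature.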
# D3 antag: D3 dopamine receptor (human) antagonism; max response, negative = inhibition, %; P35462; 360,000 compounds, 2.5% hits; AID 652054; D3R cells, DiscoveRx beta-arrestin luminescence, antagonist mode; stronger effect = lower value; in the data active = max response below about -50%; inconclusive = no clear call, values can overlap the other calls; note: % is set by controls: 0 for no effect and ±100 for the full control effect; mostly tested at two doses, the higher about 12 µM
# Target sequence (P35462 whole entry, looked up): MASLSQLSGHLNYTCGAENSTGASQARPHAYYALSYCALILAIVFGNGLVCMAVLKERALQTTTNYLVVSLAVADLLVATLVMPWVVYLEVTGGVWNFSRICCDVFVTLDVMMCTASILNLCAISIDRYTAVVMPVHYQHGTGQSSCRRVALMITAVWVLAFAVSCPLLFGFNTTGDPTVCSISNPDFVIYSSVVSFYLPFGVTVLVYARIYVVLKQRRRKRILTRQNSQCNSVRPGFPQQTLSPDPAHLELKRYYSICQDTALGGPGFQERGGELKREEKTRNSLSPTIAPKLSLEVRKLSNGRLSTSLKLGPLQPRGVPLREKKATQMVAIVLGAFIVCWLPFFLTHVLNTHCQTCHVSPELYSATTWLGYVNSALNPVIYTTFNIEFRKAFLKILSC
#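 Cells plated overnight at 1500 cells/well, then exposed to library compounds with dopamine controls for 90 minutes at 37 degrees C. DiscoveRx reagent added for 30–60 minutes at room temperature; luminescence read, quantitative HTS format.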
# pAkt inh: Akt phosphorylation inhibition; 360,000 compounds, 0.32% hits; Neuro2A IGF-stimulated pAkt S473 HTRF, 20 min; stronger effect = lower value; activity change, % for hits at 50 µM; in the data active = activity change below about -80%; inconclusive = mostly about -51% to -80%; note: % is set by controls: 0 for no effect and ±100 for the full control effect
#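 Single-point screen (50 µM final compound) in Neuro2A cells stimulated 20 min with 6 nM IGF at 37 deg C. After lysis, Ser473-phosphorylated Akt read by HTRF (ex 330 nm, em 615/665 nm) as the 665/615 ratio.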
# EPAC2 ag: agonists of human EPAC2 (RAPGEF4) | Q8WZA2 | EPAC2 activation, biochemical qHTS; response scale: 100% = 6.5 mM cAMP response | Potency, µM (series often up to 154 µM), without a hit: at the highest dose activation, actives largely listed as activators | 360,000 compounds, 0.079% hits; note: potency is the fitted concentration of half-maximal effect; nearly all actives have a fitted effect of over 50% in size
#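 Setup: EPAC2 100 nM, labeled Rap1B complex 250 nM, free GDP 50 uM. Compound titrations pinned in, brief spin, 5 min room temperature incubation. Kinetic fluorescence read over 30 min, normalized to 6.5 mM cAMP.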
# CCT modulator: changes cytosolic chaperonin activity. 360,000 compounds, 0.3% hits. activity change, % (test concentration not listed), hits read low. purified chaperonin ATPase assay, HTRF ADP detection, 30 min. AID 651819; in the data active = activity change below about -30%; note: % is set by controls: 0 for no effect and ±100 for the full control effect
#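 We incubate TRiC, 40 or 20 nM final, with library compounds at 76 uM and 10 uM ATP for 30 min at 37 °C. ADP formed is detected with Transcreener HTRF reagents after 30 min at room temperature.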
# D3 ag: agonists of human D3 dopamine receptor | P35462 | D3R DiscoveRx beta-arrestin cells, luminescence, 90 min | max activation, % | 410,000 compounds, 0.58% hits; in the data active = max activation above about 30%; note: 0% is about no effect; mostly tested at two doses, the higher about 12 µM
#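 Agonist mode: compounds and dopamine controls were applied to plated cells for 90 min at 37 degrees C after an overnight attachment at 1500 cells/well. Luminescent read-out followed 30 - 60 minutes at room temperature with DiscoveRx detection reagent.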
# MmCpn inh: M. maripaludis TRiC chaperonin inhibition | Potency, µM (series often up to 76.9 µM), without a hit: at the top dose activity, negative = inhibition, most hits filed as inhibitors | purified Mm-Cpn ATPase, ADP Transcreener TR-FRET | 330,000 compounds, 0.031% hits | AID 504842; note: potency is the fitted concentration of half-maximal effect; % is set by controls: 0 for no effect and ±100 for the full control effect; nearly all actives have a fitted effect of over 80% in size
#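 ATPase read-out: TR-FRET ADP immunoassay (anti-ADP Eu cryptate vs ADP-d2), ex 320 nm, em 590/665 nm; signal drops as ADP forms. Enzyme 25 nM, ATP 10 uM, 30 min at 37°C after 10 min compound preincubation.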
# EPAC2 antagonist: EPAC2 (human) antagonism; Q8WZA2; EPAC2 GEF exchange of Rap1B-BODIPY-GDP, fluorescence; Potency, µM (series often up to 114 µM), without a hit: at the highest dose activity, negative = inhibition, usual class: inhibitors; 360,000 compounds, 0.18% hits; note: potency is the fitted concentration of half-maximal effect; % is set by controls: 0 for no effect and ±100 for the full control effect; nearly all actives have a fitted effect of over 45% in size; many of its hits are not listed in these tables
# Numbers without * were called inactive; i = inactive; ? = inconclusive; nt = not tested or not shown; & = joins results of further samples; [ ] = remark or other dose. Unless noted, calls come from the whole dose curve; as a rule, active = well fitted curve in the direction sought with a large enough effect; inconclusive = small, poorly fitted or top-dose-only effect, or another doubt; inactive = no such curve, though single readings can be large; an effect the other way counts as inactive or inconclusive. Only part of the results is shown, so the mix of outcomes need not match the whole.
1. CCOC(=O)N/N=C/c1c(C)c(C(=O)c2ccc(F)cc2)n2ccccc12
2. Cc1cc(C(=O)CSc2nnc(N)s2)c(C)n1-c1c(C)n(C)n(-c2ccccc2)c1=O
3. O=CN1CCN(C=O)C(O)C1O (stereo not given)
4. C=CCOc1ccc(/C(O)=C2/C(=O)C(=O)N(CCCN3CCOCC3)C2c2ccccc2)cc1 (stereo not given)
5. O=C(/C=C1\SC(=O)NC1=O)Nc1ccc(C(=O)O)cc1
6. CC1CCN(C(=O)C2CCN(S(=O)(=O)c3ccc(-n4cnnn4)cc3)CC2)CC1
7. CCCC(=O)Nc1nc2ccc(NC(=O)c3ccc(Br)o3)cc2s1
8. CN(C(=O)Nc1cnc2ccccc2c1)c1ccccc1
9. Cc1ccc(CNC(=O)CSc2nc3c(sc4ccccc43)c(=O)n2CCCN2CCCC2)cc1
10. C=CCN=c1scc(C)n1/N=C/c1ccc(O)c(O)c1
entry no.	1	2	3	4	5	6	7	8	9	10
PTHR1 ag	i	i	i	i	7%	-8%	-25%	-18%	i	-33%[inhibitor]
D3 antag	12	31	20	0	13	8	13	2	-17	13
pAkt inh	i	i	i	i	i	i	i	i	i	i
EPAC2 ag	-1%	3%	2%	7%	0%	1%	1%	1%	12%	1%
CCT modulator	-2.0	-1.9	-0.8	-5.0	0.0	-1.8	-5.5	0.5	0.7	1.7
D3 ag	7	-5	0	-1	9	3	-10	9	-10	31*
MmCpn inh	0%	1%	nt	nt	1%	0%	2%	0%	-2%	-14%
EPAC2 antagonist	25%	-1%	-4%	1%	-4%	2%	-7%	-3%	3%	-15%

# Arranged by length of the SMILES (low to high): some entries from above
3. O=CN1CCN(C=O)C(O)C1O (stereo not given)
10. C=CCN=c1scc(C)n1/N=C/c1ccc(O)c(O)c1
1. CCOC(=O)N/N=C/c1c(C)c(C(=O)c2ccc(F)cc2)n2ccccc12
2. Cc1cc(C(=O)CSc2nnc(N)s2)c(C)n1-c1c(C)n(C)n(-c2ccccc2)c1=O
4. C=CCOc1ccc(/C(O)=C2/C(=O)C(=O)N(CCCN3CCOCC3)C2c2ccccc2)cc1 (stereo not given)
entry no.	3	10	1	2	4
PTHR1 ag	i	-33%[inhibitor]	i	i	i
D3 antag	20	13	12	31	0
pAkt inh	i	i	i	i	i
EPAC2 ag	2%	1%	-1%	3%	7%
CCT modulator	-0.8	1.7	-2.0	-1.9	-5.0
D3 ag	0	31*	7	-5	-1
MmCpn inh	nt	-14%	0%	1%	nt
EPAC2 antagonist	-4%	-15%	25%	-1%	1%

# Further structures follow:
11. CC(Sc1nc(-c2ccccc2)cc(C(F)(F)F)n1)C(=O)Nc1sc2c(c1C(N)=O)CCC2 (stereo not given)
12. Cc1ccc(NS(=O)(=O)c2ccc3c(c2)n(C)c(=O)n3C)c(C)c1
13. O=C(CN1CCC(n2nnc3cc(C(F)(F)F)ccc32)CC1)Nc1ccc2c(c1)CCC2
14. Cc1ccc(C)c(S(=O)(=O)Nc2cc3c4c(c2)CC(=O)N4CCC3)c1
15. CC1CCCCC1NC(=O)CCS(=O)(=O)c1ccc2c(c1)NC(=O)CS2 (stereo not given)
16. COCCn1c(C)cc(/C=C2/SC(=O)N(CC(=O)N3CCCC3)C2=O)c1C
17. O=C(CCc1[nH]c2ccccc2c1Sc1ccccc1)N(CCO)CCO
18. O=[N+]([O-])c1ccc(OCCn2cncn2)cc1
19. CC1(C(=O)NS(=O)(=O)c2ccc(C#N)cc2)CCN1C(=O)Cc1cc(F)ccc1F (stereo not given)
20. CCOC(=O)C(=CNc1nc(-c2ccc3ccccc3c2)cs1)C(=O)OCC
entry no.	11	12	13	14	15	16	17	18	19	20
PTHR1 ag	7%	-32%&-8%[inhibitor]	-20%[57.5 µM]	i	-17%	i	i	i	-24%	-1%
D3 antag	0	-8	-6	1	14	5	9	6	9	73
pAkt inh	i	i	i	i	i	i	i	i	i	i
EPAC2 ag	4%	12%	-12%	4%	-3%	2%	6%	4%	4%	12%
CCT modulator	2.2	-1.2	-0.1	1.1	-1.4	1.9	-3.3	0.0	-5.8	2.6
D3 ag	1	-2&9	-17	2	1	4	-5	3	3	11
MmCpn inh	-30%	-4%	1%	0%	1%	0%	2%	0%	nt	-6%
EPAC2 antagonist	10%	-7%	0%[57.1 µM]	-5%	-9%	-3%	-3%	-3%	-11%	-6%

# The last 2 entries of the part before open the next one:
19. CC1(C(=O)NS(=O)(=O)c2ccc(C#N)cc2)CCN1C(=O)Cc1cc(F)ccc1F (stereo not given)
20. CCOC(=O)C(=CNc1nc(-c2ccc3ccccc3c2)cs1)C(=O)OCC
21. CCNC(=O)C1(C)CCCN(C(=O)COCc2ccccc2)C1 (stereo not given)
22. CCCOC1CCCN(C(=O)c2cc(COc3ccc(-n4cncn4)cc3)on2)C1 (stereo not given)
23. CCOC(=O)CC(N)c1ccc2c(c1)OCO2 (stereo not given)
24. CC(C)Cc1nc2ccccc2n1CCc1ccccc1
25. CCOCCn1c(SCc2c(F)cccc2Cl)nc2c1c(=O)[nH]c(=O)n2C
26. O=C(CSc1nc(-c2ccccc2)c(-c2ccccc2)[nH]1)Nc1ccc2c(c1)OCO2
27. Cn1c(=O)n(C)c2cc(/C=N/N=C3/NC(=O)C(CC(=O)O)S3)ccc21 (stereo not given)
28. CCOc1cccc(OCCOCCN(C)C)c1
29. CCc1sc(C(=O)N2CCN(c3ncccn3)CC2)cc1Br
30. COc1ccc(NC(=O)CN2CCN(CC(=O)Nc3ccc(F)cc3)CC2)c(OC)c1
entry no.	19	20	21	22	23	24	25	26	27	28	29	30
PTHR1 ag	-24%	-1%	-3%	-21%	-5%[57.5 µM]	i	i	i	i	-3%	i	i
D3 antag	9	73	7	27	21	10	14	-29	-5	-8	14	-1
pAkt inh	i	i	i	i	i	i	i	i	i	i	i	i
EPAC2 ag	4%	12%	-1%	3%	7%	-4%	-3%	-7%	5%	3%	10%	8%
CCT modulator	-5.8	2.6	-0.4	0.3	-6.8	-1.7	-23	-5.5	1.9	-2.4	-1.7	-1.7
D3 ag	3	11	0	2	2	3	-1	-5	-9	-4	0	-2
MmCpn inh	nt	-6%	nt	1%	-1%	-4%	2%	2%	1%	0%	-3%	-2%
EPAC2 antagonist	-11%	-6%	9%	-3%	21%	-28%	6%	-11%	7%	-2%	-5%	2%

31. CCNc1ccc(C(=O)OCC)cc1NC(=O)c1cccc(N(C)C)c1
32. Cc1ccccc1-n1nnnc1Sc1nnnn1-c1ccccc1
33. Cc1cccc(NC(=O)/C=C/c2ccc([N+](=O)[O-])s2)c1
34. Cc1sc2ncnc(N3CCC(C(=O)Nc4ccc(Cl)c(Cl)c4)CC3)c2c1C
35. C/C(=N\O)C1(C)N(O)C(C)(C)C(c2ccc(F)cc2)=[N+]1[O-] (stereo not given)
36. COc1ccc(C(=O)Nc2ccc3c(c2)nc(CN2CCN(C(C)=O)CC2)n3C)cc1
37. COc1ccc(N(C(=O)C2CCCCC2)S(=O)(=O)c2cccc3cccnc23)cc1
38. CCCCn1c(SCC(=O)NCCc2ccc(OC)c(OC)c2)nc2c1c(=O)n(C)c(=O)n2C
39. COc1ccccc1-c1nc(N)n[nH]1
40. O=C(CSc1ccc([N+](=O)[O-])cn1)Nc1ccc2[nH]c(=O)[nH]c2c1
entry no.	31	32	33	34	35	36	37	38	39	40
PTHR1 ag	-4%[57.5 µM]	-15%[57.5 µM]	0%	-21%	-7%[57.5 µM]	-9%	-17%	-7%[57.5 µM]	-6%	0%
D3 antag	-8	7	?	44	2	-19	-18	-5	11	5
pAkt inh	i	i	i	i	i	i	i	i	i	i
EPAC2 ag	9%	-8%	5%	4%	1%	1%	14%	4%	5%	6%
CCT modulator	-1.5	-5.0	-0.2	-2.0	0.7	1.3	-2.5	0.3	-0.5	-1.0
D3 ag	-7	-9	-6	3	-3	3	0	0	7	11
MmCpn inh	-2%	0%	0%	-5%	1%	-2%	-1%	-23%	-3%	1%
EPAC2 antagonist	-19%	2%	2%	2%	0%	11%	-17%	6%	-2%	1%

41. COc1ccc(N(C(=O)CNC(=O)c2ccco2)C(C(=O)NCC2CCCO2)c2ccccc2)cc1OC (stereo not given)
42. C#CCOCCOCCOCCNc1nc(N2CCN(C(=O)CCCCCCCCCCNC(=O)[C@@H](CCC(=O)O)n3cc(CCCCCN)nn3)CC2)nc(N2CCN(C(=O)CCCCCCCCCCNC(=O)[C@H]([C@@H](C)CC)n3cc(CCCCCN)nn3)CC2)n1
43. O=C(Nc1ccc(-c2nc3c(ccc4ccccc43)o2)cc1)c1ccco1
44. CCOC(=O)C(=N/O)/C(C)=N/NC(=O)C(=O)Nc1ccc(Cl)cc1
45. CC(C)Cc1cc(C(=O)Nc2cccnc2)no1
46. Cc1cc(C)cc(NC(=S)Nc2cccc3ccccc23)c1
47. O=C(NCCOc1ccccc1)C1=CC=CN2CCS(=O)(=O)N=C12
48. COc1ccc(C(=O)NCC(=O)N2CCC(Cc3ccccc3)CC2)cc1OC
49. O=C(Cn1nnc2ccccc2c1=O)Nc1ccc2c(c1)CCC2
50. COc1ccc(C(=O)O)nc1C
entry no.	41	42	43	44	45	46	47	48	49	50
PTHR1 ag	-10%	29%	-22%[57.5 µM]	-45%[inhibitor]	-11%	i	-2%	-30%[inhibitor]	-14%[57.5 µM]	i
D3 antag	-10	10	59	9	-30	-12	-21	0	-9	6
pAkt inh	i	i	i	i	i	i	i	i	i	i
EPAC2 ag	11%	0%	14%	2%	-5%	18%	6%	-6%	3%	4%
CCT modulator	-1.5	0.0	-3.4	1.6	1.1	1.2	-2.2	-0.5	1.5	0.0
D3 ag	-3	35*	46*	-1	-4	-7	-6	5	-7	2
MmCpn inh	1%	45µM*	-2%	1%	-1%	-27%	-4%	4%	-2%	3%
EPAC2 antagonist	-1%	14%	0%	-2%	6%	-10%	7%	-3%	-14%	18%
